Compound activity from PubChem.
TbREL1 primary – TbREL1 inhibition, primary screen; P86926; TbREL1 RNA ligation, FRET fluorescence; inhibition, % at 9.66 µM; actives 0.49% (n = 89,000);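 active = inhibition above the mean inhibition across all screened compounds plus 3 SD, cut at about 11% in these data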;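 note: 0% = plate median of test wells and 100% = NSC42067 control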
Target sequence (P86926 whole entry, looked up): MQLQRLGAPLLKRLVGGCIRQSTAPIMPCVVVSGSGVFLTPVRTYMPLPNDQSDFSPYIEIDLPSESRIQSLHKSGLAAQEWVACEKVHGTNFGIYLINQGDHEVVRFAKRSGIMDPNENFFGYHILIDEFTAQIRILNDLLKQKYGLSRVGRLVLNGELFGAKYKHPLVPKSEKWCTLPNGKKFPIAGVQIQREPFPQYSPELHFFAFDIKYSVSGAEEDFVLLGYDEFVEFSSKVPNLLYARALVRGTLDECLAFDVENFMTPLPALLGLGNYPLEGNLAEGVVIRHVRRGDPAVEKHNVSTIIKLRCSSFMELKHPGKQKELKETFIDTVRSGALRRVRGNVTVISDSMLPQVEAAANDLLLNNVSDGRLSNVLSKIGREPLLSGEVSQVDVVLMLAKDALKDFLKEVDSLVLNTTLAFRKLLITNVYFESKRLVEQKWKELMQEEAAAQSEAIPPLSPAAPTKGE
* marks the source's active call; other numbers are inactive results. Only part of the results is shown; the hit share may differ from the screen's.

no.	Compound	TbREL1 primary
1	COc1ccccc1-c1sc2ccccc2c1C#Cc1ccc(N(C)C)cc1	-2
2	O=C(NC1CCCC1)c1cc(-c2cccs2)on1	-1
3	CC(C)Cc1nc(N2CCOCC2)c(C#N)c2c1CCC2	-2
4	Cc1c(NC(=O)CN2CCN(c3cccc(Cl)c3)CC2)c(=O)n(-c2ccccc2)n1C	-2
5	O=c1[nH]c(Cc2ccccc2)nc2scc(-c3ccccc3)c12	3
6	Cc1cc(=O)oc2c3c(cc(OCC(=O)N[C@@H](C)C(=O)O)c12)OC(C)(C)CC3	2
7	O=C(c1cc2ccccc2o1)N1CCN=C1SCc1cccc(F)c1	0
8	NC(=O)C1CCN(c2ncc(Br)cn2)CC1	8
9	Fc1cccc2sc(N3CCCCC3)nc12	-3
10	Cc1sc2nc(CN(Cc3cccs3)C(=O)NC3CCCCC3)[nH]c(=O)c2c1C	1
11	Cc1nnc(C)n1N=Cc1ccc(Cl)c([N+](=O)[O-])c1	2
12	Cc1nc(CNC(=O)C2CCC(=O)N(Cc3cccc(F)c3)C2)sc1C (stereo not drawn)	1
13	O=C(O)C1Cc2ccccc2CN1C(=O)CCl (stereo not drawn)	4
14	CC[C@H](C)[C@H](NC(N)=O)C(=O)OCC(=O)NCc1ccc(Cl)cc1	-3
15	Cc1cc2cc(CN(Cc3cccs3)C(c3nnnn3C(C)(C)C)C(C)C)c3nnnn3c2cc1C (stereo not drawn)	0
16	Cc1noc(C)c1COc1ccc(C(=O)NCCc2ccc(F)cc2)cc1	2
17	CC(/C=C/c1ccco1)=N\NC(=O)COc1ccc(C)c(C)c1	-1
18	O=C(NN1CCCCC1)c1cccc2ccccc12	-1
19	CCC(=O)NC(NC(=S)Nc1ccc(S(N)(=O)=O)cc1)C(Cl)(Cl)Cl (stereo not drawn)	0
20	Cc1ccc(S(=O)(=O)NCCC(=O)N2CC(C)OC(C)C2)cc1C (stereo not drawn)	0
21	COc1ccc(NC(=O)Cc2cccs2)cc1S(=O)(=O)N1CCCCC1	-3
22	Cc1nc(N2CCN(C(=O)C3CC3)CC2)c2c3c(sc2n1)CC(C)CC3 (stereo not drawn)	2
23	O=c1[nH][nH]c(=O)c2cc([N+](=O)[O-])ccc12	0
24	COc1ccccc1N1CCN(Cc2nnnn2CCc2ccccc2)CC1	2
25	Cc1ccc(N2C(=O)NC3(CCCCC3)C2=O)cc1	-3
26	CC(C)CC1OC(C(C)C)Cc2[nH]c(=S)[nH]c(=O)c21 (stereo not drawn)	-6
27	COc1ccc([C@@H]2[C@@H]3C(=O)N(C(C)(C)C)C(=O)[C@@H]3[C@]3(C)C(=O)N(c4cccc(C)c4)C(=O)N23)cc1	-1
28	COc1cc(OC)c(C2CC(=O)N3CN(c4ccccc4)CSC3=C2C#N)cc1OC (stereo not drawn)	-2
29	Cn1c(SCCc2ccccc2)nnc1-c1ccco1	0
30	CS(=O)(=O)NCCOc1ccc(S(=O)(=O)N2CCCc3ccccc32)cc1	1
31	CC(C(=O)Nc1ccc(F)c(F)c1F)N(C)Cc1cccs1 (stereo not drawn)	-2
32	CN1c2cccc3cccc(c23)N(C)C1(C)C	-2
33	Cc1ccc(-c2[nH]nc3c2C(c2ccsc2)C(C#N)=C(N)O3)cc1 (stereo not drawn)	-3
34	COC(=O)c1c(NC(=O)CCNCc2ccco2)sc2c1CCC2	-4
35	CNc1c([N+](=O)[O-])cnn1-c1ccc(F)cc1	6
36	C=CCN1C(=O)[C@]2(c3ccccc31)C1CCCC=C1C(C#N)=C(N)C2(C#N)C#N (stereo partly drawn)	-6
37	Cc1nnc(SCC(=O)NNC(=O)c2ccc(Br)cc2)n1C	9
38	CC1CCCC(NC(=O)CSc2nnc(-c3cccnc3)o2)C1C (stereo not drawn)	-3
39	CC(C)c1ccc(NC(=O)C(c2ccccc2)N2CCN(C=O)CC2)cc1 (stereo not drawn)	-1
40	CCC1CCCCN1CCCNC(=O)C1CCC(Cn2c(=O)[nH]c3ccccc3c2=O)CC1 (stereo not drawn)	1
41	CCCCCCn1cc(CN2CC(N3CCN(Cc4cccc(C)c4)CC3)CS2(=O)=O)nn1 (stereo not drawn)	-2
42	COC(=O)[C@@]12CCCCC=C1N(CCc1ccc(Cl)cc1)C(=O)[C@H]2CC(=O)NCCc1ccccc1OC	2
43	c1ccc(COCCCn2cc(-c3ccccc3)nn2)cc1	-1
44	CCOc1ccc(/C=N/NC(=O)c2ccc(Cn3cc([N+](=O)[O-])cn3)o2)cc1	3
45	CC(C)(C)[C@H]1COC(=O)CC/C=C\C[C@@H](CC(=O)N[C@H](CO)Cc2ccccc2)C(=O)N1	2
46	Cc1nc2c(-c3ccccc3)c(C)nn2c(C)c1CCC(=O)O	3
47	COC(=O)[C@H](C)NC(=O)Nc1cccc(C)c1	1
48	CC1CCN(CCC(=O)Nc2ccc(Br)cc2)CC1	1
49	O=C(Oc1ccc2c(-c3ccccc3)cc(=O)oc2c1)C1CCCCC1	3
50	Cc1cccc(N(Cc2cc3cc(C)ccc3[nH]c2=O)C(=O)c2cccs2)c1	-3

Going on with the list.
no.	Compound	TbREL1 primary
51	CN1C/C(=C/c2ccncc2)C(=O)/C(=C/c2ccncc2)C1	5
52	CCCCC1(C2CCCC2)NC(=O)NC1=O (stereo not drawn)	0
53	Cc1ccccc1CN1C(=O)C(C)Sc2ccc(-c3ccco3)cc21 (stereo not drawn)	-2
54	O=C(NNC1CC(=O)N(c2ccc(Cl)cc2)C1=O)c1ccco1 (stereo not drawn)	1
55	COc1cccc2cc(C(=O)Nc3cccnc3N3CCOCC3)c(=O)oc12	4
56	COc1ccc(C(=O)N2CC3(CC(c4cccc(NC(=O)COc5ccc(Cl)cc5)c4)=NO3)C[C@@H]2C(N)=O)cc1 (stereo partly drawn)	1
57	CC(=O)Nc1ccc(NC(=O)CSc2ccc(-c3sc(C)nc3C)nn2)cc1	-5
58	COc1ccc(NC(=O)CSc2ccc(-c3sc(C)nc3C)nn2)cc1OC	1
59	Cc1sc(NC(=O)/C=C/c2ccco2)c(C(=O)OC(C)C)c1C	5
60	CCOc1cc(N2CCOCC2)c(OCC)cc1NC(=O)COC(=O)CCOc1ccc(C(C)(C)C)cc1	-3
61	COc1ccc(NC(=O)CN(C)CC(=O)Nc2ccccc2SC)cc1	7
62	O=C(O)c1cc2cc(Cl)cc(Cl)c2oc1=O	-2
63	Cc1nnc(SCC(=O)c2ccc(S(=O)(=O)N3CCOCC3)cc2)n1-c1ccccc1	-6
64	COc1cc(C(C)=O)ccc1OCC(=O)NCCCn1nc(C)cc1C	-2
65	COC(=O)C1C(c2ccccc2)C=CC(c2ccccc2)C1C(=O)O (stereo not drawn)	4
66	COc1ccc(-c2cn3c(n2)CCC3)cc1	-2
67	Cc1cc(C)cc(NC(=O)CSc2nnc(-c3ccncc3)o2)c1	2
68	CCOC(=O)N1CCN(C(=O)CN(Cc2ccccc2)S(C)(=O)=O)CC1	2
69	CCNC(=O)N(C)C[C@H]1N[C@@](CC)(C(=O)OC)[C@H]2C(=O)N(C)C(=O)[C@@H]12	2
70	CC(=O)Nc1sc2c(c1-c1nc3ccccc3s1)CN(C(C)C)C2	2
71	O=C(COC(=O)/C=C/c1ccc([N+](=O)[O-])cc1)NCc1cccs1	5
72	COc1ccc2[nH]c3c(c2c1)CCN[C@]31C(=O)N(c2ccccc2)c2ccccc21	-2
73	O=C(CCn1ccc([N+](=O)[O-])n1)Nc1nccs1	-1
74	CC(=O)Nc1ccc(S(=O)(=O)N2CCSC2c2ccc(Cl)cc2)cc1 (stereo not drawn)	1
75	COc1cc(/C=C2/C(=N)N3N=C(CC(=O)N4CCOCC4)SC3=NC2=O)ccc1OCc1ccccc1	-1
76	CCN(CC)CCn1c2c(c(SCC(=O)Nc3cc(C)cc(C)c3)nc1=O)CCC2	1
77	Cc1cccc(C)c1NC(=O)C1CCCN1S(=O)(=O)c1cccc2cccnc12 (stereo not drawn)	-2
78	CCCCn1nnnc1C(c1cc2ccccc2o1)N1CCCCC1 (stereo not drawn)	-1
79	O=C(O)CCC(=O)N1CCC(n2nnc3cc(C(F)(F)F)ccc32)CC1	3
80	CC(C)CCN1CC(C(=O)NCc2ccc(F)cc2)CC1=O (stereo not drawn)	-3
81	CCOc1ccccc1C1C(C(=O)OC)=C(N)OC2=C1C(=O)CCC2 (stereo not drawn)	-2
82	Cc1ccc(NC(=O)C(C)N2C(=O)c3ccccc3C2=O)cc1C (stereo not drawn)	2
83	Nc1ccc(C(=O)O)cc1[N+](=O)[O-]	0
84	CC(=O)c1cc(CC=C(C)C)c(O)cc1O	-1
85	CCCCCCCCN1[C@@H](CC(=O)OCC)c2cc(F)ccc2S1(=O)=O	-1
86	CCC(C(=O)Nc1ccc2c(c1)OCCO2)n1nnc2ccccc2c1=O (stereo not drawn)	-2
87	NC(=O)CNC(=O)C1CCN(S(=O)(=O)c2ccc(-n3cnnn3)cc2)CC1	-1
88	O=C(CNC(=O)C12CC3CC(CC(C3)C1)C2)NCc1ccccc1	7
89	N#Cc1cc(-c2ccccc2)nnc1Oc1ccccc1	0
90	Cc1ccccc1-n1c(C)cc(/C=N/NC(=O)c2ccncc2)c1C	-1
91	COC(=O)[C@]12CCCCC=C1N(Cc1ccccc1)C(=O)[C@H](CC(=O)NCc1cccc(C(F)(F)F)c1)C2	0
92	Cc1ccc(S(=O)(=O)NC(=O)NC(C)Cc2ccccc2)cc1 (stereo not drawn)	-1
93	COc1ccccc1OCC(=O)Nc1cc(Cl)ccc1N1CCCCC1	2
94	COC(=O)C1=C(C)N(Cc2ccccc2C(F)(F)F)C(=NCC2CC2)NC1c1ccc(F)cc1 (stereo not drawn)	12*
95	Cc1cccc(NC(=O)Cn2cnc3c(cnn3-c3ccc(F)cc3)c2=O)c1C	1
96	Cc1nn(C)cc1C1C2=C(CC(C)(C)CC2=O)N(c2ccccc2)C2=C1C(=O)CC(C)(C)C2	-2
97	CCc1c(SCCC(=O)O)nc2ccccc2c1C	0
98	COCCn1c(N2CCN(c3ccc(OC)cc3)CC2)nc2c1c(=O)n(C)c(=O)n2C	0
99	Cc1cccc(/C=N/N(CCO)C2=NS(=O)(=O)c3ccccc32)c1	1
100	CC(C)OC(=O)Cn1nc(C(F)(F)F)c2c1CCCC2	-5

New compounds follow:
no.	Compound	TbREL1 primary
101	C[C@@H](C(=O)NCCc1c[nH]c2ccccc12)[C@@H]1C[C@@]1(C)[C@@H](NC(=O)OCc1ccccc1)c1ccccc1	-4
102	CC(Cc1ccccc1)N(C)C(=O)CN1C(=O)c2ccccc2C1=O (stereo not drawn)	3
103	COC(=O)C1=C(C)N(Cc2cccc(C(F)(F)F)c2)C(=NCc2cc(OC)c(OC)c(OC)c2)NC1c1ccccc1C(F)(F)F (stereo not drawn)	14*
104	COc1ccc([C@H]2CC(=O)C=C(c3ccc4ccn(C)c4c3)C2)cc1	5
105	CCCCCC(=O)N(CN1C(=O)CCC1=O)c1ccccc1	0
106	COc1cccc(C2(c3cccc(OC)c3)CC2C(=O)Nc2ccccc2Cl)c1 (stereo not drawn)	7
107	CN1CCN(c2ccc(NC(=O)C(C)(c3ccccc3)c3ccccc3)cc2)CC1	-5
108	Cc1ccccc1OCC(=O)NCC(=O)OCC(=O)c1ccc2ccccc2c1	1
109	COc1ccc(S(=O)(=O)NCCS(=O)(=O)N2CCN(c3ccccc3)CC2)cc1	-3
110	CCc1cccc(NC(=O)C2CCCN2C(=O)Nc2ccc(C)cc2)c1 (stereo not drawn)	3
111	CCOC(=O)Cc1c(C)nc2c(-c3ccccc3)c(C)nn2c1C	-1
112	Cc1ccc(S(=O)(=O)N2CCN3CCCC3C2)cc1 (stereo not drawn)	-1
113	COC(=O)c1c(NC(=O)c2ccccc2N(C)S(=O)(=O)c2ccccc2)sc2c1CCCC2	3
114	CSc1c(-c2ccccc2)nc2ccccc2c1C(=O)O	2
115	CC1(C)Cc2nc3sc4c(=O)[nH]cnc4c3cc2CS1	-1
116	CC1=CC(c2ccccc2)n2nc(N3C(=O)CCC3=O)nc2N1 (stereo not drawn)	-1
117	O=C(Cc1cccc2ccccc12)NC(NC(=S)Nc1ccccc1Cl)C(Cl)(Cl)Cl (stereo not drawn)	1
118	COc1ccc(CCNC(=O)CN2CCN(c3cccc(C(F)(F)F)c3)CC2)cc1	-1
119	O=C(O)CC(NS(=O)(=O)c1cccc2nsnc12)c1ccc(F)cc1 (stereo not drawn)	-3
120	CC(C)Nc1nc(Cl)nc(N(C#N)CN2C(=O)c3ccccc3S2(=O)=O)n1	10
121	COCCCNC(=O)CNC(=S)N(Cc1cc(OC)c(OC)c(OC)c1)C1CCCC1	-4
122	COc1ccc2[nH]c(=O)c(CN(C(=O)c3cccnc3)c3ccccc3C)cc2c1	-1
123	Cc1nn(Cc2ccc(F)cc2Cl)c(C)c1[N+](=O)[O-]	0
124	Cc1cccc(-c2nnc(SCC(=O)c3ccc(F)cc3)n2C)c1	-3
125	O=C(OCC#CCSc1nnc(-c2ccccc2)o1)c1ccc(F)cc1	1
126	O=C(CSc1ccc2nnc(-c3ccncc3)n2n1)Nc1ccc2c(c1)OCCO2	6
